High-throughput results (PubChem BioAssay)
ATXN2 expr inh: Primary qHTS for Inhibitors of ATXN expression | HEK-293 ATXN2-luciferase reporter, luminescence, 24 h | Potency, µM (series often up to 57 µM), without a hit: at the highest dose activity change, negative = inhibition, hits mostly inhibitors | actives 0.72% (n = 360,000) | AID 1745845, 2022; further: potency means the concentration at half of the fitted maximal effect; on the % scale 0 is the no-effect control and ±100 the full control effect; nearly all actives have a fitted effect of over 55% in size
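qHTS (up to 57 uM final) was run with 24 h compound exposure of reporter cells at 37 °C. Each well was multiplexed: SteadyGlo luminescence measured ATXN2-luciferase expression after a fluorogenic Gly-Phe-AFC viability readout (25 uM final).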
IL-1B inflam inh: qHTS for Inhibitors of Inflammasome Signaling: IL-1-beta AlphaLISA Primary Screen | activity change, % at 57.5 µM | THP-1 LPS/ATP IL-1B secretion, AlphaLISA, 16 h; active compounds read low | actives 4.7% (n = 360,000) | AID 743279, 2014; in the data active means activity change below about -50%; inconclusive means mostly about -30% to -49%; further: on the % scale 0 is the no-effect control and ±100 the full control effect
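THP-1 cells pretreated 1 hr with compounds (up to 57.5 uM final), then stimulated with LPS (250 ng/mL final) plus ATP (1.25 mM final); secreted IL-1B measured by AlphaLISA after 16 hr, decreased signal indicating inhibition.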
HT1080NT lethal: qHTS for induction of synthetic lethality in tumor cells producing 2HG: qHTS for the HT-1080-NT fibrosarcoma cell line. actives 1.6% (n = 360,000). Potency, µM (titrated, usually from 46.1 µM), for inactives: at the top dose activity, negative = less viability, actives largely listed as cytotoxic. HT-1080-NT fibrosarcoma viability, CellTiter-Glo ATP luminescence, 48 h;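 further: NT is the 2HG producing partner of a matched IDH1 knockdown line; potency means the concentration at half of the fitted maximal effect; 0% = DMSO-treated cells and -100% = media-only wells without cells; nearly all actives have a fitted effect of over 55% in size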
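Luminescent CellTiter-Glo readout after 48 hours of compound exposure at 37 degrees C defined viability of HT-1080-NT cells. Activity was normalized to DMSO wells and cell-free media wells; concentration-response curves were fitted and assigned curve classes.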
KB-V1 MDR tox: qHTS assay for MDR1-selective chemotherapeutics: Primary screen using the drug-selected MDR subline cells KB-V1; Potency, µM (doses to about 46.1 µM), without a hit: top-dose activity change, negative = cytotoxicity, most hits filed as cytotoxic; KB-V1 MDR cells viability, CellTiter-Glo, 72 h; actives 3.4% (n = 400,000); further: potency means the concentration at half of the fitted maximal effect; on the % scale 0 is the no-effect control and ±100 the full control effect; nearly all actives have a fitted effect of over 60% in size
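Cells of the MDR subline KB-V1 are plated, dosed with compound at multiple concentrations, and incubated 72 h at 37 degrees C; CellTiter-Glo is then added and luminescence read after 10 min.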
KB-3-1 cytotox: qHTS assay for MDR1-selective chemotherapeutics: Primary screen using the parental adenocarcinoma cell KB-3-1; KB-3-1 viability, CellTiter-Glo ATP luminescence, 72 h; Potency, µM (series often up to 46.1 µM), for the others: at the highest dose activity change, negative = cytotoxic, usual class: cytotoxic; AID 1347075, 2019; actives 1.4% (n = 400,000); further: potency means the concentration at half of the fitted maximal effect; on the % scale 0 is the no-effect control and ±100 the full control effect; nearly all actives have a fitted effect of over 60% in size
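Here the drug-naive KB-3-1 line serves as comparator for MDR sub-line selectivity; cells received compound titrations, 72 h at 37 °C, then CellTiter-Glo readout.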
ATXN viability: Viability Counterscreen for Primary qHTS for Inhibitors of ATXN expression; Potency, µM (highest dose often 56.7 µM), hits mostly cytotoxic; actives 0.49% (n = 400,000); S2 cells (HEK-293 line with an ATXN2-luciferase reporter) viability, CellTiter-Fluor protease fluorescence, 24 h; AID 651635, 2014; further: potency means the concentration at half of the fitted maximal effect; nearly all actives have a fitted effect of over 40% in size
SW480 rerep: A quantitative high throughput screen for small molecules that induce DNA re-replication in SW480 colon adenocarcinoma cells. SW480 DNA re-replication, Hoechst DNA content imaging, 48 h. Potency, µM (doses to about 46.1 µM), inactives show at the highest dose re-replication activation, usual class: activators. actives 1.8% (n = 340,000); further: potency means the concentration at half of the fitted maximal effect; % of control where 0% means no effect; nearly all actives have a fitted effect of over 55% in size
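Readout is total intensity of Hoechst-stained nuclei, excited at 405 nm and collected at 500-530 nm. Compound treatment lasted 48 hr at 37 C in 5% CO2 before staining.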
MCF10A rereplic: A quantitative high throughput screen for small molecules that induce DNA re-replication in MCF 10a normal breast cells; Potency, µM (series often up to 46.1 µM), for inactives: at the highest dose activity, positive = re-replication, hits mostly activators; actives 2.9% (n = 350,000); MCF 10A DNA re-replication, Hoechst nuclear intensity, 48 h; further: potency means the concentration at half of the fitted maximal effect; % of control where 0% means no effect; nearly all actives have a fitted effect of over 50% in size
HT1080 IDH1KD tx: qHTS for induction of synthetic lethality in tumor cells producing 2HG: qHTS for the HT-1080-IDH1KD cell line; Potency, µM (titrated, usually from 46.1 µM), inactives show at the top dose activity, negative = toxicity, usual class: cytotoxic; HT-1080 IDH1 knockdown viability, ATP luminescence, 48 h; AID 686971, 2013; actives 2% (n = 360,000);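 further: potency means the concentration at half of the fitted maximal effect; 0% = DMSO wells and -100% = cell-free medium wells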
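Knockdown cells (IDH1KD HT-1080) received compounds 2 h after plating at 750 cells/well and were kept 48 h at 37 °C in 5% FBS RPMI. A CellTiter-Glo luminescence read gave % activity for curve fitting.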
The depositor's hits bear a star; i = inactive; ? = inconclusive; . = not tested or not shown; [ ] = dose if it differs, or a comment. Unless noted, the call rests on the fitted dose curve; in most records, active means well fitted curve in the direction sought with a large enough effect; inconclusive means small, poorly fitted or top-dose-only effect, or another doubt; inactive means no such curve, though single readings can be large; an effect the other way counts as inactive or inconclusive.

SMILES	ATXN2 expr inh	IL-1B inflam inh	HT1080NT lethal	KB-V1 MDR tox	KB-3-1 cytotox	ATXN viability	SW480 rerep	MCF10A rereplic	HT1080 IDH1KD tx
CCN(CC)Cc1c(O)ccc2c(C)c(CC(=O)OC)c(=O)oc12	-2%	-11	8%	-20%	8%	?	11%	24%	5%
CC(C)OCCCn1c(SCc2cccc(Br)c2)nc2c(sc3ccccc32)c1=O	13%	.	.	-7%	-20%	i	.	.	.
COC(=O)N/N=C/c1ccc(OCCSc2ccc(Cl)cc2)c(OC)c1	-5%	-3	-1%	?	?	i	3%	19%	-9%
Cc1nc2ccc(S(=O)(=O)N(C)CC(=O)NCc3ccc4c(c3)OCO4)cc2s1	-12%	-13	-1%	-13%	-8%	i	-2%[9.22 µM]	5%	11%
OCC1OC(c2ccc(OCc3ccccc3)cc2OCc2ccccc2)C(O)C1O (centres undefined)	.	?	-10%	3%	9%	i	.	.	-5%
O=C1Cc2cc(S(=O)(=O)Nc3ccc(N4CCOCC4)cc3)ccc2N1	-7%	-8	1%	?	8%	i	1%	10%	10%
COc1ccccc1NS(=O)(=O)c1cc(C(=O)NCCC(C)C)ccc1F	-7%	7	-14%	-1%	-26%	i	1%	3%	-4%
COc1ccc(N2Cc3cccc(C(=O)Nc4ccc(C)cc4)c3C2=O)cc1	-2%	.	.	-3%	1%	i	.	.	.
COc1cccc(C(=O)Nc2c3c(nn2-c2cccc(C)c2C)CS(=O)(=O)C3)c1OC	-10%	-18	2%	?	0%	i	1%	-2%	-1%
CN(C)/N=C/c1cn(-c2ccccc2)nc1-c1cccnc1	-9%	-2	19%	-19%	14%	i	-7%	1%	9%
COc1ccc(NC(=O)C2CCN(S(=O)(=O)c3cccc(-c4noc(C)n4)c3)CC2)cc1OC	-14%	.	.	-7%	6%	i	.	.	.
COc1ccc(-c2noc(C3CC(=O)N(c4ccc5c(c4)OCCO5)C3)n2)c(OC)c1 (centres undefined)	6%	.	.	4%	11%	i	.	.	.
COCCn1c(SCC(=O)N2CCCc3ccccc32)nnc1-c1ccco1	6%	-13	16%	?	5%	i	1%	2%	-4%
CC1CC(C)CN(CCCNC(=O)c2ccc3nc(N4CCCCC4)sc3c2)C1 (centres undefined)	17%	-3	2%	-3%	-2%	i	4%	10%	-1%
COc1ccc(/C=C2\Oc3cc(OCC(N)=O)ccc3C2=O)cc1OC	.	-2	-4%	-5%	-14%	i	-13%	1%	-8%

Given with two lines to a compound: 3 of the compounds above
Order of results: ATXN2 expr inh	IL-1B inflam inh	HT1080NT lethal	KB-V1 MDR tox	KB-3-1 cytotox	ATXN viability	SW480 rerep	MCF10A rereplic	HT1080 IDH1KD tx
- Cc1nc2ccc(S(=O)(=O)N(C)CC(=O)NCc3ccc4c(c3)OCO4)cc2s1
  -12%	-13	-1%	-13%	-8%	i	-2%[9.22 µM]	5%	11%
- OCC1OC(c2ccc(OCc3ccccc3)cc2OCc2ccccc2)C(O)C1O (centres undefined)
  .	?	-10%	3%	9%	i	.	.	-5%
- O=C1Cc2cc(S(=O)(=O)Nc3ccc(N4CCOCC4)cc3)ccc2N1
  -7%	-8	1%	?	8%	i	1%	10%	10%

Continued:
SMILES	ATXN2 expr inh	IL-1B inflam inh	HT1080NT lethal	KB-V1 MDR tox	KB-3-1 cytotox	ATXN viability	SW480 rerep	MCF10A rereplic	HT1080 IDH1KD tx
O=C(CCC(=O)N(CC(=O)NC1CCCC1)C1CCCCC1)Nc1ccccn1	.	-1	-3%	-20%	-1%	i	-2%	0%	-4%
Cc1ccc(S(=O)(=O)CCC(=O)Nc2nccs2)cc1	16%	7	2%	3%	?	i	-2%	0%	-2%
CCOC(=O)Cn1c(=O)n(C2CCCCC2)c2nc(-c3ccc(Cl)cc3)nc(C(N)=O)c21	-6%	.	.	-7%	?	i	.	.	.
CCN(CC)c1cccc(OCC(=O)N2c3ccccc3CC2C)c1 (centres undefined)	.	-1	-7%	9%	-20%	i	4%	4%	-19%
Cn1c(NCc2cccnc2)nc2cc(-c3ccc(F)cc3)sc2c1=O	34%[activator]	5	3%	-1%	0%	i	.	.	1%
CC(C)(C)c1ccc(Oc2ncccc2NC(=O)c2cccs2)cc1	1%	-1	-4%	-29%	-7%	i	?	?	-1%
CCOc1ccc(C(=O)NCC(=O)Nc2ncccc2C)cc1OCC	11%	-3	2%	-11%	?	i	-4%	4%	1%
CC(=O)N(Cc1cc(=O)[nH]c2ccccc12)c1ccc(C)cc1	-2%	12	-8%	15%	32%	?	-7%[9.22 µM]	0%	-9%
COc1ccc(C2OC(=O)Cc3cc(OC)c(OC)cc32)cc1 (centres undefined)	-25%	9	5%	4%	22%	?	1%	-1%	6%
O=C(CNCc1ccccn1)Nc1ccc([N+](=O)[O-])cc1C(=O)Nc1ccccc1F	-23%	40	-15%	?	15%	i	-4%	1%	-19%
COc1ccc(S(=O)(=O)NCCC(=O)NC2CCCCCCC2)cc1	-1%	9	0%	-21%	-28%	i	-3%	-6%	0%
COC(=O)[C@@]12C[C@@H](CC(=O)N3CCCCC3)C(=O)N(Cc3ccc4c(c3)OCO4)C1=CCC(C)(C)C2	.	-14	-22%	?	4%	.	.	.	-24%
O=C1Nc2cc(C(=O)NCCCN3CCOCC3)ccc2S/C1=C/c1cccc(Cl)c1	.	-4	11%	2%	-12%	i	15µM*	16µM*	6%
Cc1ccc(NC(=O)CN(C)C(=O)c2ccccc2Cc2ccccc2)cc1	-1%	-58*	-1%	7%	7%	i	-70%[inhibitor]	-18%	-21%
Cc1nn(C)cc1CNC(=O)Nc1ccc(Cl)c(Cl)c1	49%[activator]	52	-2%	0%	12%	i	-12%	-1%	0%

Copied from the results shown for reference:
SMILES	ATXN2 expr inh	IL-1B inflam inh	HT1080NT lethal	KB-V1 MDR tox	KB-3-1 cytotox	ATXN viability	SW480 rerep	MCF10A rereplic	HT1080 IDH1KD tx
O=C(CCC(=O)N(CC(=O)NC1CCCC1)C1CCCCC1)Nc1ccccn1	.	-1	-3%	-20%	-1%	i	-2%	0%	-4%
Cc1ccc(S(=O)(=O)CCC(=O)Nc2nccs2)cc1	16%	7	2%	3%	?	i	-2%	0%	-2%

Additional records:
| Molecule | ATXN2 expr inh | IL-1B inflam inh | HT1080NT lethal | KB-V1 MDR tox | KB-3-1 cytotox | ATXN viability | SW480 rerep | MCF10A rereplic | HT1080 IDH1KD tx |
| --- | --- | --- | --- | --- | --- | --- | --- | --- | --- |
| Cc1ccc(C(=O)N/N=C2\SCC(=O)N2c2cc(C)ccc2C)cc1 | 4% | -13 | -3% | 3% | -4% | i | -3% | -1% | -4% |
| CCOC(=O)C1(CC2CCCCO2)CCN(S(=O)(=O)c2ccccc2)CC1 (centres undefined) | -17% | 9 | 16% | -12% | 10% | . | 21% | -1% | -1% |
| CC(Sc1nnc(CC(C)c2ccccc2)n1N)C(N)=O (centres undefined) | 8% | 18 | 9% | ? | 3% | i | -8% | -16% | 8% |
| CCOCCCNC(=O)C1CCN(C(=O)Nc2ccc(C)cc2)CC1 | -4% | 2 | 4% | -5% | 9% | i | -2% | -2% | 12% |
| Cc1cc(C(=O)NNC(=O)c2cccc([N+](=O)[O-])c2)n[nH]1 | 5% | 4 | -2% | ? | 2% | i | -9% | -6% | 0% |
| CCNC(=O)CN1C(=O)NC(CCc2ccccc2)C1=O (centres undefined) | -5% | 4 | 11% | 34% | 4% | i | 1% | -7% | 3% |
| N#Cc1nc(Cc2cccc3ccccc23)oc1N1CCOCC1 | -1% | -14 | 4% | -18% | 3% | i | -6% | -10% | -15% |
| CCCCNC(=O)C[C@@H]1C[C@@]2(C(=O)OC)CCCCC=C2N(Cc2ccccc2)C1=O | 5% | 16 | 19% | ? | 3% | i | . | . | 1% |
| COc1ccc(OCc2cccc(C(=O)Nc3ccc(CN4CCCCC4)cc3)c2)cc1 | -30% | -16 | -1% | -34% | ? | i | ? | ? | -19% |
| Nc1n[nH]c(N)c1N=Nc1ccccc1 | 2% | -66* | 15% | 2% | 1% | i | 16µM* | -13% | 3% |
| COc1ccccc1NC(=O)COC(=O)COc1ccccc1F | . | 4 | 2% | 14% | 2% | i | -16% | 4% | 1% |
| CC(=O)N(CCN1CCOCC1)Cc1cc2cc3c(cc2nc1Cl)OCO3 | . | 2 | 3% | 11% | 0% | i | -6% | 1% | 2% |
| O=C1NC[C@H](c2ccccc2)N(CCc2cc(C(F)(F)F)cc(C(F)(F)F)c2)C1=O | -5% | -12 | 6% | 21% | -7% | ? | 4% | ? | 3% |
| CCOc1ccc(NC(=O)CCSc2nc(-c3ccc4c(c3)OCO4)cc(C(F)(F)F)n2)cc1 | 2% | . | . | -8% | -7% | ? | . | . | . |
| O=C(CSc1nc2nc(-c3cccs3)cc(C(F)(F)F)c2c(=O)[nH]1)Nc1c(F)c(F)c(F)c(F)c1F | ? | -8 | 12µM* | 0% | ? | i | -20%[1.84 µM] | ? | -11% |
| CCOC(=O)C1(CC2CCCCO2)CCN(Cc2ccccc2-c2ccco2)CC1 (centres undefined) | . | 40 | 4% | -10% | 4% | i | 4% | ? | 10% |
| Nc1ccc(C#Cc2ccc3sc4ccccc4c(=O)c3c2)cc1 | 10% | 16 | -7% | 18% | 5% | i | 1% | ? | ? |
| O=C(Cn1nnc(-c2ccccc2)n1)NCc1ccc2c(c1)OCO2 | 9% | 24 | 0% | -6% | 10% | i | 0% | 1% | -6%[9.24 µM] |

Not a hit list, and some 11% of all compounds hit somewhere here.
